# hiPSC survival – increases survival of single human iPS cells; hiPSC single-cell survival, ATPlite luminescence; 100% = ROCK inhibitor wells, 0% = DMSO; survival enhancement, % at 20 µM; hit rate 0.044% among 360,000; AID 602274; in the data active means survival enhancement above about 18%;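 further: cells exposed to compounds for 16 hours before the ATP read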
# aDG glyco act – increases alpha dystroglycan glycosylation. Pro5-aDG cells, alpha-DG glycosylation AlphaScreen (IIH6); 0% Pro5, 100% B10-LARGE cell signal. activation, % at 10 µM. hit rate 0.22% among 360,000;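 active means activation of at least 8% versus controls, or a plate z-score of at least 8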;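 further: Pro5 are CHO cells carrying HIG-tagged alpha-DG that lacks glycosylation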
# NR2E3 ag-1 – activates human photoreceptor nuclear receptor NR2E3; GST-NR2E3/biotin-RetCOR TR-FRET, 1536-well; inhibition of corepressor binding, % at 4.78 µM; hit rate 0.12% among 320,000; AID 2300;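 active means percent inhibition above the cutoff of mean plus 3 SD of all tested compounds, set per screening campaign, cut at about 20% in these data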;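 further: 0% = DMSO wells and 100% = biotin wells as full block of FRET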
# Target sequence (Q9Y5X4 whole entry, looked up): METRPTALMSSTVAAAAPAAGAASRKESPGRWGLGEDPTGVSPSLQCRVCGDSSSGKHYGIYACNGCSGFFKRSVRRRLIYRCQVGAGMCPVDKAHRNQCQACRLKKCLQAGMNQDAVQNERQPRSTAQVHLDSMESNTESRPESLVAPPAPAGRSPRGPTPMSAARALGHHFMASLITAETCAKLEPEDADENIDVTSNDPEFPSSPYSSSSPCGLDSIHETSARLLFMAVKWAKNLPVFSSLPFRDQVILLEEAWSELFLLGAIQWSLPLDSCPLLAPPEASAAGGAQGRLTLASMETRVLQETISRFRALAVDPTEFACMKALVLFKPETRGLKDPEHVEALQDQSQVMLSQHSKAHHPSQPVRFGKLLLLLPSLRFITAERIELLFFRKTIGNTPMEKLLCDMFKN
#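 Assay system: NR2E3–RetCOR corepressor complex. Quantity: 1.35 nM GST-NR2E3. Buffer or medium: pH 7.5 Tris-based buffer. Reagent: biotinylated RetCOR corepressor at 7 nM final. Schedule: 5 h at 4 °C. Detection: TR-FRET, emission read at 617 and 671 nm. Replicates: one well per compound, singlicate testing.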
# TRPM1 prom inh – MITF TRPM1 promoter inhibition in SK-MEL-5 cells; AID 488899; hit rate 0.83% among 330,000; SK-MEL-5 TRPM1 promoter luciferase, 24 h; inhibition, % at 12.5 µM;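 active means mean inhibition across replicates of 60% or more, whatever share of single replicates reaches that level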; further: values of inactives mirror those of a sister screen read the other way
# Peg3 promoter – Peg3 promoter activity inhibition. inhibition, % at 20 µM. HeLa PEG-Prom luciferase reporter, luminescence, overnight. hit rate 1.7% among 360,000;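 active means inhibition of at least 50% at 20 µM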
# KKLEB tox – CF airway cell cytotoxicity counter-screen; KKLEB CF airway cells viability, ATPlite luminescence, overnight; hits give low values; cells stimulated with P. aeruginosa culture filtrate; activity change (cytotoxicity), % at 5 µM; hit rate 0.36% among 360,000;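 active means corrected activity change at or below -50% at 5 µM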
# HIF-2a inh – blocks HIF-2a reporter activity; hit rate 0.72% among 360,000; AID 624352; 786-0 RCC cells HIF-2a reporter, luciferase luminescence, overnight; inhibition, % at 18.8 µM;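 active means inhibition of the luminescence signal of 40% or more relative to plate controls, in a single-dose primary screen at 18.75 µM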
# NR2E3 ag-2 – human photoreceptor-specific nuclear receptor agonism | Q9Y5X4 | CHO-S Gal4-NCOR/VP16-NR2E3 two-hybrid, luciferase | inhibition of corepressor binding, % at 3.98 µM | hit rate 0.35% among 360,000 | AID 602229;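 active means inhibition above the mean of all tested compounds plus 3 SD, cut at about 70% in these data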;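 further: 0% = DMSO with NR2E3 transfected cells and 100% = cells lacking NR2E3 construct; higher means lower luciferase signal from less NR2E3 corepressor binding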
# CF NFkB block – inhibitors of cystic fibrosis induced NF-kB; hit rate 0.86% among 360,000; inhibition, % at 5 µM; KKLEB NF-kB-GFP reporter, PAF-induced, GFP fluorescence overnight;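 active means at least 50% inhibition at 5 µM, scaled per plate between neutral and stimulator controls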;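 further: PAF is a Pseudomonas aeruginosa culture filtrate used as stimulus; plate controls were PAF-stimulated DMSO wells for no effect and unstimulated DMSO wells for full effect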
# TWEAK-Fn14 inh – TWEAK-Fn14 signaling inhibition; TWEAK-stimulated Fn14 reporter cells, luciferase luminescence, 8 h; inhibition, % at 10 µM; hit rate 2% among 360,000; AID 1159606; in the data active means inhibition above about 50%
# Shn3 inh set2 – inhibitors of Schnurri-3 3'UTR reporter in osteoblasts; Clone20 osteoblast Shn3 3'UTR firefly luciferase, 24 h; inhibition, % at 12.5 µM; hit rate 0.52% among 360,000;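 active means mean inhibition of at least 75% with every replicate also reaching 75%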;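 further: 0% = median of neutral control wells and 100% = pilot-screen positive control compound; some compounds past the cut are filed as inactive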
# Active calls of the source: *; x = not tested or not shown. No enrichment for hits; overall some 4.4% were active at least once.
SMILES,hiPSC survival,aDG glyco act,NR2E3 ag-1,TRPM1 prom inh,Peg3 promoter,KKLEB tox,HIF-2a inh,NR2E3 ag-2,CF NFkB block,TWEAK-Fn14 inh,Shn3 inh set2
O=C(NCCc1ccccn1)C1CCN(S(=O)(=O)c2ccc(Cl)cc2)CC1,0.5,0.4,2.2,0.1,19.9,1.1,3.5,0.7,4.6,11.2,9.3
COc1cc(/C=C2\SC(=O)NC2=O)ccc1OCc1ccc(Cl)nc1,-0.5,0.1,-0.8,-19.2,-62.4,4.6,-13.3,-30.4,-13.3,-0.8,-19.8
CC(SCc1ccccc1)C(=O)N/N=C/c1cccs1 (centres undefined),-2.0,-0.3,1.9,9.2,-6.9,-5.5,0.6,-6.2,10.5,-6.0,14.2
COc1ccc(C2CC2/C(C)=N/OC(=O)c2cccs2)cc1 (centres undefined),-0.7,0.9,-3.0,2.1,1.6,3.2,8.0,-2.7,-2.0,-7.7,7.0
CCn1c(SCC(=O)N=Nc2c(O)[nH]c3ccccc23)nc2ccccc21,3.5,-0.1,3.1,0.9,32.0,1.6,-2.1,-4.8,-1.7,0.0,0.9
CCc1nn(CC(=O)NCCC(C)C)c(=O)c2cc3c(OC)cccc3n12,-0.1,0.1,9.4,x,16.5,-16.9,17.3,-14.4,6.3,-26.6,-2.2
O=C(CC(C(=O)O)c1ccccc1)c1cccs1 (centres undefined),0.3,0.0,-1.6,0.5,-3.5,-11.7,-4.2,16.2,5.1,21.0,13.2
COc1ccccc1NS(=O)(=O)c1cc(NC(=O)/C=C/c2cccs2)ccc1N1CCOCC1,-1.9,-0.7,-1.8,-2.0,2.5,14.3,28.5,16.1,0.9,20.8,6.4
COc1ccc(CNC2C[C@H]3CCCC(=O)N4CC[C@@H](C2)[C@@H]34)cc1 (some centres undefined),-1.2,0.1,x,-5.8,-1.2,12.7,2.1,22.9,-18.5,5.4,-12.1
CC(C)c1ccc(NC(=O)c2snc3ccc(Cl)cc23)cc1,-2.3,0.5,-1.8,-112.0,-239.7,-9.7,-273.5,-109.9,14.0,29.4,-80.7
CC1CCc2c(sc(NC(=O)C3c4ccccc4Oc4ccccc43)c2C(N)=O)C1 (centres undefined),-0.3,-0.3,-0.2,8.4,17.1,-17.3,21.2,-18.7,1.1,-2.3,0.6
O=C(c1ccc(NC(=S)NCc2ccco2)cc1)N1CCOCC1,4.4,0.2,0.8,3.6,-4.7,13.1,11.5,10.3,-12.8,7.4,15.5

# An excerpt of these results, field by field.
CC1CCc2c(sc(NC(=O)C3c4ccccc4Oc4ccccc43)c2C(N)=O)C1 (centres undefined)
  hiPSC survival = -0.3; aDG glyco act = -0.3; NR2E3 ag-1 = -0.2; TRPM1 prom inh = 8.4; Peg3 promoter = 17.1; KKLEB tox = -17.3; HIF-2a inh = 21.2; NR2E3 ag-2 = -18.7; CF NFkB block = 1.1; TWEAK-Fn14 inh = -2.3; Shn3 inh set2 = 0.6

O=C(c1ccc(NC(=S)NCc2ccco2)cc1)N1CCOCC1
  hiPSC survival = 4.4; aDG glyco act = 0.2; NR2E3 ag-1 = 0.8; TRPM1 prom inh = 3.6; Peg3 promoter = -4.7; KKLEB tox = 13.1; HIF-2a inh = 11.5; NR2E3 ag-2 = 10.3; CF NFkB block = -12.8; TWEAK-Fn14 inh = 7.4; Shn3 inh set2 = 15.5

# Going on with the list:
SMILES,hiPSC survival,aDG glyco act,NR2E3 ag-1,TRPM1 prom inh,Peg3 promoter,KKLEB tox,HIF-2a inh,NR2E3 ag-2,CF NFkB block,TWEAK-Fn14 inh,Shn3 inh set2
Cc1ccc(S(=O)(=O)Nc2cccc(C(=O)NCCCn3ccnc3)c2)cc1F,-0.4,-0.1,-0.3,3.9,10.3,5.1,1.0,13.4,15.0,1.6,-1.3
CC(=O)Cc1nsc(Nc2ccc(C)cc2)n1,-0.5,-0.3,1.1,-51.1,-285.7,-5.2,-230.7,-41.5,-3.2,-11.6,-63.2
CCOC(=O)C(=O)Nc1ccccc1C#N,-0.7,-0.3,1.2,8.2,8.5,18.0,25.1,16.6,6.3,1.0,2.0
CC(=O)Nc1ccc(NS(=O)(=O)C(F)(F)F)cc1,-3.0,0.0,1.4,-5.0,-2.2,-3.9,11.1,12.0,4.2,13.2,0.0
Cc1ccc(C(=O)Nc2ccc3c(c2)OCO3)cc1S(=O)(=O)N1CCOCC1,0.2,0.2,-2.5,-30.1,-94.5,-15.9,-137.4,-26.5,8.8,-9.6,-28.6
CCOC(=O)c1ccc(Nc2cc(C)nc3ncnn23)cc1,0.4,-0.1,2.1,-3.6,-15.7,3.1,-6.4,-10.8,-5.4,18.7,11.1
CCCn1c2c(c(O)c(C(=O)Nc3ccc(OC)cc3)c1=O)CCCC2,-0.1,0.1,-0.1,-15.0,-7.9,-10.5,10.7,-2.7,19.5,-5.6,6.4
Cc1sc(NC(=O)c2ccc(Br)s2)c(C(N)=O)c1C,-1.1,-0.1,12.2,-19.7,-305.0,2.2,-282.7,-97.9,-48.0,21.9,-31.2
Cc1ccc2c(c1)C1CN(C)CCC1N2C(=S)NC(=O)c1ccc(Br)cc1 (centres undefined),-1.2,0.9,1.4,10.2,6.2,0.7,15.0,-18.7,0.4,-12.9,9.9
COC(=O)C1=C[C@@H](C(=O)OC)[C@@H]2C3=C(C(=O)[C@@]2(C)NC(=O)c2ccccc2)[C@H](C)n2c(=O)n(C)c(=O)n2[C@@H]3C1,0.6,-0.2,4.7,9.2,7.3,-4.8,6.0,8.2,-2.9,7.4,-20.3
Cc1ccc(-c2nn(CC(=O)O)c(=O)c3ccccc23)cc1,-2.2,-0.1,0.1,-0.5,8.4,2.4,9.9,-12.7,17.8,17.3,1.0
CCCc1nnc(SCC(=O)N2CCCCC2)n1CC1CCCO1 (centres undefined),-1.5,0.3,0.5,13.9,0.1,0.3,0.8,-1.7,-0.4,8.4,13.8
COc1ccc(CNC(=O)C2CC(c3ccc(F)cc3)=NO2)cc1 (centres undefined),0.9,0.0,2.9,6.2,-2.7,-11.4,4.9,10.7,-6.2,32.2,-7.5
CSC1=NSC2=NC(=O)/C(=C/c3coc4ccc(O)cc4c3=O)C(=N)N12,1.7,-0.4,-4.4,5.0,0.0,-3.8,-0.6,-22.9,-5.8,-5.8,-30.2
Cc1c(C(C)(C)O)[nH]c2ccc(C(F)(F)F)cc12,-1.1,0.6,-0.8,-10.1,-10.8,-15.6,-70.2,23.6,7.1,-83.2,13.3
CCn1c(CCc2ccccc2)n[nH]c1=S,0.8,0.0,-1.4,6.7,16.8,-3.6,12.5,-13.1,1.1,-2.1,-7.9
Cc1ccc(S(=O)(=O)N(C)CC(=O)OCc2nnc(-c3ccccc3)o2)cc1,1.6,-0.1,-2.3,4.8,11.2,-1.5,11.9,-8.6,-5.7,-3.8,-8.4
CCN(CCCNC(=O)CCNC(=O)Cn1ccc2ccccc2c1=O)c1ccccc1,1.1,-0.1,x,3.2,2.8,-5.9,4.1,11.2,-6.5,16.3,-8.2
O=C(CC[C@H]1O[C@@H](n2ccc(=O)[nH]c2=O)[C@H](O)[C@@H]1O)N[C@H](Cc1ccccc1)C(=O)NCc1ccccc1,-0.7,-0.2,x,x,5.9,24.3,8.2,-21.7,-14.9,-12.0,-5.7
Cc1ccccc1NS(=O)(=O)c1cc(C(=O)Nc2cccnc2)ccc1C,0.0,0.2,1.8,5.9,6.8,0.5,29.0,-28.4,1.6,6.7,14.3
O=C(Nc1cccnc1)/C(N=Nc1cccnc1)=C(\O)c1ccccc1,1.2,0.1,1.9,5.6,5.3,0.4,11.9,6.4,-5.0,-3.2,-1.5
CCc1cc(C(=O)Cc2nc3ccccc3s2)c(O)cc1OCC(=O)O,-0.2,-0.1,4.1,11.1,2.1,6.6,11.2,-40.1,-20.6,-0.2,-5.5
Cc1cc(-c2ccccc2)nc2[nH]n(-c3ccccc3)c(=O)c12,0.2,-0.3,-6.7,3.3,6.0,2.2,-9.2,4.2,-5.3,7.7,-12.0
COc1ccc(OC)c(NC(=O)c2cnn(-c3ccccc3Cl)c2NC(=O)c2ccco2)c1,-0.4,0.2,-4.2,2.4,19.5,18.9,11.9,-5.9,5.1,-8.3,0.8
NS(=O)(=O)c1cc2c(cc1Cl)NCNS2(=O)=O,1.2,-0.1,5.2,10.4,7.3,5.0,2.8,4.6,-3.9,7.0,-0.3
CCCc1cc(=O)oc2cc(OC(C)C(=O)NCc3ccccn3)c(Cl)cc12 (centres undefined),-0.1,-0.2,-0.8,-1.3,6.5,-15.7,7.9,5.5,-0.9,-11.0,13.7
Cc1ccc2nc(NC3=NCN(Cc4cccnc4)CN3)nc(C)c2c1,0.6,-0.3,x,16.1,3.2,2.2,23.7,4.6,-5.1,-11.3,-9.5
COc1ccccc1CN1CC(=O)N2CSC[C@H]2C1=O,1.0,0.1,0.3,2.2,13.6,0.4,22.3,-28.4,-5.3,9.4,3.4
CN1C(c2ccccc2)CCOS1(=O)=O (centres undefined),1.1,0.1,5.6,0.6,-6.3,-12.4,10.4,-3.9,5.3,8.2,9.5
CCCOc1ccc(NC(=O)C2CC(=O)N/C(=N/N=C(\C)CCc3ccc4c(c3)OCO4)S2)cc1 (centres undefined),1.6,0.0,1.4,-1.5,6.0,10.2,15.3,-20.5,4.5,5.9,16.6
Cc1cc(NC(=O)C2COc3ccccc3O2)no1 (centres undefined),-0.1,0.0,2.3,x,-162.0,0.8,-175.9,-8.1,-14.7,-33.2,-48.8
CCOc1ccccc1CN1CCN(Cc2ccc3cccc(OC)c3n2)CC1CCO (centres undefined),0.2,0.0,x,5.5,6.3,-0.1,17.8,-3.0,9.2,-0.9,-13.0
COc1ccc(C2=Cc3ccc(OC(C)=O)cc3OC2)cc1,-0.9,0.2,x,-95.5,-420.8,0.5,-360.8,-96.7,-7.9,-22.0,-82.8
Cc1ccccc1Nc1nc(N)nc(COc2ccc(C#N)cc2)n1,0.1,0.7,2.9,0.6,-4.8,-3.0,20.2,-6.5,-20.1,-17.5,-4.9
COc1ccc(NC(=O)c2cc([N+](=O)[O-])ccc2N2CCN(C)CC2)cc1,-3.1,-0.9,-1.5,-4.2,-1.2,0.2,-8.0,-29.5,6.2,-35.5,8.1
Cc1ccc(CN(c2ccc(C(=O)NCc3ccc4c(c3)OCO4)cc2)S(C)(=O)=O)cc1,0.0,-0.4,2.5,0.2,14.1,-3.8,11.6,8.1,7.6,-4.3,4.9
CN1CCN(C(=S)c2cn(Cc3cccc(F)c3)c3ccccc23)CC1,-1.9,0.0,9.2,6.3,5.4,-3.0,18.4,-12.9,-4.2,-15.1,7.4
CC1=C(C(=O)Nc2ccccc2F)C(c2cccs2)NC(=S)N1 (centres undefined),0.0,0.5,0.1,-1.1,4.7,2.5,14.0,-15.4,3.1,11.7,10.7
CN1CCN(c2ncccc2S(=O)(=O)N2CCCCC2)CC1,2.5,0.4,0.4,-4.4,15.0,2.0,18.4,-26.4,-9.7,-5.2,-4.4
Cc1cccc(C(=O)NCC(=O)N2CCN(S(=O)(=O)c3ccccc3)CC2)c1,0.0,0.0,2.6,-1.5,10.1,10.4,9.8,-20.7,30.6,1.8,-12.5
